Compound activity as filed in PubChem BioAssay.
CCR6 antag = blocks CCL20-driven beta-arrestin recruitment at human CCR6; P51684; CHO-K1 CCR6 PathHunter beta-arrestin, luminescence, CCL20-stimulated; inhibition, % at 20 µM; 340,000 tested, 0.49% active; AID 493098;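 active means compounds whose inhibition of the agonist-driven luminescence signal at 20 µM reaches about 50%, limit read from the data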;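 further: cells stimulated with CCL20 at 14 nM final; plate controls were DMSO with CCL20 for no effect and DMSO without agonist for full effect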
Target sequence (P51684 whole entry, looked up): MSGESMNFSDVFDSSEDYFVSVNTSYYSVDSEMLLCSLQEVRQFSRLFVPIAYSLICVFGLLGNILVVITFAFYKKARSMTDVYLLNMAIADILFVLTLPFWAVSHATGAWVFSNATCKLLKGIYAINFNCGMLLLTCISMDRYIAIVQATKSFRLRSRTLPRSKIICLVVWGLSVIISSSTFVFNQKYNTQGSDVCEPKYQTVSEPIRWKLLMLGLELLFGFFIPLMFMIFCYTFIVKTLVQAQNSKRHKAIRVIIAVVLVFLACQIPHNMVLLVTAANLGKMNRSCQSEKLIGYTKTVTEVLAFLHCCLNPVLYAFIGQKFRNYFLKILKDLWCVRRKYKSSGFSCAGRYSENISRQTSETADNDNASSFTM
APJ agonist = agonists of human APJ apelin receptor. P35414. 330,000 tested, 0.11% active. CHO-K1 APJ PathHunter beta-arrestin, luminescence; 0% DMSO wells, 100% apelin. AID 2520. activation, % at 20 µM;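 active means activation more than six SD over the plate average, tested at 20 µM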;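 further: 0% = DMSO alone and 100% = apelin-13 at 10 nM; some results filed as inactive read as strong as hits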
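Assay system: CHO-K1 cells stably expressing ProLink-tagged human APJ and arrestin–beta-gal acceptor. Compound dosing: 20 µM single point, 1% DMSO. Times: 16-18 h seeding, 90 min dark compound exposure, 60 min detection. Detection: beta-gal luminescence. Evaluation: APJ–arrestin association signal. Controls: negative DMSO alone, positive Apelin-13 at 10 nM.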
CXCR6 inh = inhibitors of human CXCR6 receptor | O00574 | CHO-K1 PathHunter CXCR6 beta-arrestin, luminescence | inhibition, % at 20 µM | 360,000 tested, 0.36% active | AID 602244; in the data active means inhibition above about 34%, passing the limit was not always enough;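 further: antagonist mode with CXCL16 agonist at 10 nM final; 0% = 10 nM CXCL16 with DMSO and 100% = unstimulated wells without agonist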
Target sequence (O00574 whole entry, looked up): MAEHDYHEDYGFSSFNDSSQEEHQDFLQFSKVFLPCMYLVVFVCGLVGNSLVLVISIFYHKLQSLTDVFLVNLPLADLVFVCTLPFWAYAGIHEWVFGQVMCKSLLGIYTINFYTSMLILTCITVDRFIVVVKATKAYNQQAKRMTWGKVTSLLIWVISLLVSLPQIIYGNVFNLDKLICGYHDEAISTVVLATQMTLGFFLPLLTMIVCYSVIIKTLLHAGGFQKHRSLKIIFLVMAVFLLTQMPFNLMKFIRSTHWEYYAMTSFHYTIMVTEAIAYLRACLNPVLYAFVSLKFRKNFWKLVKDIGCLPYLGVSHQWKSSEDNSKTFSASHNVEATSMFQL
APJ antagonist = antagonists of human APJ apelin receptor. P35414. CHO-K1 APJ beta-arrestin complementation, luminescence. 330,000 tested, 0.32% active. inhibition, % at 20 µM. AID 2521;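 active means inhibition above about 40% at 20 µM, limit read from the data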;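 further: cells challenged with 10 nM apelin-13 agonist together with compound; plate controls were apelin-13 plus DMSO wells for no effect and DMSO wells lacking apelin-13 for full effect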
Gli-Sufu block = antagonists of Gli-Sufu signaling; 340,000 tested, 0.74% active; inhibition, % at 5 µM; Sufu-KO-LIGHT fibroblasts, Gli luciferase reporter luminescence;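 active means inhibition above about 55%, limit read from the data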;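 further: 0% = DMSO-treated cells and 100% = wells with medium but no cells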
EBI2 block = blocks human EBI2 receptor beta-arrestin signaling; P32249; EBI2 beta-arrestin recruitment, luminescence, 7a,25-OHC stimulated; inhibition, % at 5 µM; 360,000 tested, 0.81% active; AID 651636; in the data active means inhibition above about 38%;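 further: enzyme fragment complementation signal reports receptor beta-arrestin coupling in cells; 0% = agonist plus DMSO wells and 100% = wells without agonist; some results beyond the cut were filed as inactive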
ATG4B inh = blocks human ATG4B protease cleavage of LC3 substrate. ATG4B cleavage of LC3-PLA2, NBD-HPC fluorescence, 1 h. 340,000 tested, 0.51% active. inhibition, % at 8.33 µM. AID 504462. Q9Y4P1; in the data active means inhibition above about 40%
Target sequence (Q9Y4P1 whole entry, looked up): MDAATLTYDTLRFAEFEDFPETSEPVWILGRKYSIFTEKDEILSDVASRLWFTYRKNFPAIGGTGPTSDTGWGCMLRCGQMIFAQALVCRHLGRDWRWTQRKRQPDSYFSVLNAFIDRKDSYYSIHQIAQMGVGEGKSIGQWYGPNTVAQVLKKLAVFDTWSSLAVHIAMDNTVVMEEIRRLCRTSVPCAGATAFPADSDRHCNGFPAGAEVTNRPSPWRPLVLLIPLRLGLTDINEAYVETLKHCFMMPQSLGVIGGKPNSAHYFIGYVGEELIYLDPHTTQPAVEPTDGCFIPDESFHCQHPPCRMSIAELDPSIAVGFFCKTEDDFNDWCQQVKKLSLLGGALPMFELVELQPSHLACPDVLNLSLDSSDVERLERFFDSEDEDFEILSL
UBC13 inh = human UBC13 polyubiquitination inhibition; UBC13 polyubiquitin chain formation, TR-FRET; inhibition, % at 20 µM; 330,000 tested, 0.47% active; in the data active means inhibition above about 45%, passing the limit was not always enough
Active calls of the source: *; x = no result given; & = joins results of further samples. Rows were taken by chance; 3% or so of the library scored in one or more.

Each structure is followed by: CCR6 antag	APJ agonist	CXCR6 inh	APJ antagonist	Gli-Sufu block	EBI2 block	ATG4B inh	UBC13 inh
Cc1ccc(OCC(O)CNS(=O)(=O)c2ccccc2C(=O)O)cc1 (stereo not drawn)
    13.3	5.4	-0.1	-1.5	-1.1	3.0	-2.9	4.4
CC(C(=O)Nc1sc2c(c1C#N)CCCCC2)N1C(=O)c2ccccc2C1=O (stereo not drawn)
    0.4	-1.2	-11.2	-6.9	1.2	5.3	-3.0	3.1
Cc1ccc(Nc2nnc(-c3ccccc3N)o2)cc1C
    -10.2	-0.8	-4.3	6.7	-100.2	3.5	-9.5	46.0*
COCCN1C(=O)C(=O)/C(=C(/O)c2cccc(OC)c2)C1c1ccncc1 (stereo not drawn)
    -5.8	-0.3	-1.5	-6.1	1.2	-12.7	-1.5	-3.6
CCn1cc(C(=O)OCc2ccccc2)c(=O)c2ccc(C)nc21
    -5.6	-5.0	-4.7	6.4	-4.5	-3.8	3.1	1.8
COC(=O)CCC(=O)N1CCCC(C(=O)c2cc(F)ccc2F)C1 (stereo not drawn)
    0.6	-3.2	1.3	4.0	6.9	4.5	-1.2	1.2
CCCCN(CCCC)CCCN1CC(=O)N2[C@@H](Cc3c([nH]c4ccccc34)C2(C)C)C1=O
    9.3	0.1	5.3	-4.1	14.4	-9.0	-7.3	8.0
Cc1ccc([N+](=O)[O-])cc1Nc1nc(N2CCOCC2)nc(N2CCOCC2)n1
    7.1	-0.4	7.5	5.0	-4.7	-2.1	-5.0	17.3
CC(C)c1c(O)nc(SCC(=O)N2CCOCC2)[nH]c1=O
    -13.6	6.5	-2.0	-17.2	-1.8	-1.2	-7.3	-4.5
Cc1cc2cc3c(=O)[nH]c(=O)nc-3n(CC(O)C(O)C(O)CO)c2cc1C (stereo not drawn)
    10.3	x	-8.2	x	-2.0	3.6	4.1	x
CC(NCc1ccc(OCC(N)=O)cc1)C12CC3CC(CC(C3)C1)C2 (stereo not drawn)
    10.0	1.8	8.1	21.6	51.1	-15.0	7.1	0.8
O=C1OC(Nc2ccc3ncccc3c2)c2ccccc21 (stereo not drawn)
    -6.1	7.4	-9.6	-1.1	-0.5	-1.8	1.2	-37.6
COc1cccc(C2=NO[C@@H]3C(=O)N(Cc4ccccc4)C(=O)[C@H]23)c1OC
    10.6	-1.5	3.6	-3.2	4.9	0.8	-13.2	-1.1
COc1cc(-c2nn3c(-c4ccccc4)nnc3s2)cc(OC)c1OC
    1.9	-3.1	-9.5	-12.4	15.2	-3.1	-0.5	5.7
Cc1csc(=O)n1CCC(=O)OCC(=O)NNC(=O)c1ccc(Cl)cc1
    4.6	-0.5	6.7	12.1	8.1	-10.3	2.7	-2.7

Next section:
Each structure is followed by: CCR6 antag	APJ agonist	CXCR6 inh	APJ antagonist	Gli-Sufu block	EBI2 block	ATG4B inh	UBC13 inh
CCSC1=N/C(=C\C=C2/Oc3ccccc3N2CC)C(=O)S1
    31.3	-4.4	17.3	1.4	15.9	11.1	1.0	-483.5
COc1ccc(CNC(=O)COC(=O)C2(C)CC2(Cl)Cl)cc1 (stereo not drawn)
    14.5	-3.4	-0.7	-3.9	26.5	-16.1	1.6	7.0
CCOC(=O)c1ccccc1NC(=O)c1ccccc1N(C)S(C)(=O)=O
    10.3	-0.7	7.1	-6.9	-18.3	0.9	-1.0	3.0
Cc1ccc2nc(Nc3nc(C)cc(-c4ccccc4)n3)[nH]c(=O)c2c1
    10.9	0.3	1.7	8.1	6.6	19.6	1.0	-19.1
CN(C)c1nc(N)nc(CSc2n[nH]c(-c3ccccc3)n2)n1
    -8.3	0.2	-8.0	2.2	-2.5	-0.7	6.6	-10.7
COCC(=O)N(CCc1ccc(OC)cc1)Cc1nc2ccccc2c(=O)[nH]1
    4.2	0.8	1.2	-2.9	-6.4	-7.3	-4.9	-5.1
CSCc1cc(N2CCCC2)nc(-c2ccccc2)n1
    10.8	-2.1	1.3	10.4	-12.1	14.0	1.4	7.9
CCOC(=O)c1cc(C#N)c(SCC(=O)Nc2ccc(C(C)=O)cc2)[nH]c1=O
    11.5	2.1	7.9	14.8	-18.8	-1.1	-2.6	-2.4
CCOc1ccc(-n2c(C)c(C(=O)O)c3cc(OC)ccc32)cc1
    10.1	-6.9	8.1	19.8	-23.7	8.1	-0.3	3.9
CC[C@H](C)C(C(=O)N1CCN(C(=O)OC(C)(C)C)CC1)n1cc(C(CC(C)C)NC(=O)OC(C)(C)C)nn1 (stereo partly drawn)
    -0.2	-4.8	3.9	29.8	-1.0	-4.5	-1.0	12.4
CC(OC(=O)c1ccncc1)C(=O)Nc1cccc(Cl)c1 (stereo not drawn)
    21.0	-5.9	-4.0	17.2	6.7	-16.0	-10.9	15.3
CCOc1ccc(C(=O)N2CCCC(c3nc(-c4cccs4)no3)C2)cc1 (stereo not drawn)
    14.4	-1.6	2.9	-6.2	-2.4	9.5	-0.7	5.4
CC12CCC(C(=O)N(NC(=O)c3ccc(O)cc3)C1=O)C2(C)C (stereo not drawn)
    7.8	3.8	4.5	-0.6	3.8	1.0	3.3	8.3
COc1ccccc1N1CCN(CCCN2C(=O)C3CCCN3C2=O)CC1 (stereo not drawn)
    0.4	x	5.4	x	18.0	-5.0	-3.4	x
COC(=O)c1c(NC(=O)c2ccccc2)sc(C(N)=O)c1C
    3.9	0.6	0.0	-9.9	-7.1	5.4	-4.3	11.8

Single records, as listed above. Screens in order: CCR6 antag | APJ agonist | CXCR6 inh | APJ antagonist | Gli-Sufu block | EBI2 block | ATG4B inh | UBC13 inh
`CCn1cc(C(=O)OCc2ccccc2)c(=O)c2ccc(C)nc21` reads -5.6 | -5.0 | -4.7 | 6.4 | -4.5 | -3.8 | 3.1 | 1.8
`CCOC(=O)c1ccccc1NC(=O)c1ccccc1N(C)S(C)(=O)=O` reads 10.3 | -0.7 | 7.1 | -6.9 | -18.3 | 0.9 | -1.0 | 3.0

Next structures follow:
Each structure is followed by: CCR6 antag	APJ agonist	CXCR6 inh	APJ antagonist	Gli-Sufu block	EBI2 block	ATG4B inh	UBC13 inh
Cc1ccc(C(=O)N2CCCc3ccccc32)c(F)c1F
    18.6	-3.2	7.0	5.5	-5.1	-4.4	3.9	-5.1
COc1ccc(C(=O)NCCS(=O)(=O)NCCc2ccccc2)cc1
    4.6	0.1	-10.1	12.9	-56.3	-9.5	-0.6	-0.2
CC(C)CCN1CCN(Cc2nc3ccccc3s2)CC1CCO (stereo not drawn)
    3.8	-3.5	6.7	-1.1	8.2	2.6	-5.3	-5.1
CCc1ccc(CNC(=O)C2CC(=O)N(C3CCCC3)C2)cc1 (stereo not drawn)
    11.6	4.7	-1.8	-4.4	7.4	1.7	0.9	-6.5
COc1ccc([N+](=O)[O-])cc1NC(=O)C1CCCNC1=O (stereo not drawn)
    0.0	-3.9	-4.5	7.5	7.2	-6.3	2.7	-7.0
O=C(NNC(=O)C1CCCO1)c1ccc(F)cc1 (stereo not drawn)
    7.3	-1.8	-1.9	-1.2	-4.4	-3.7	6.6	1.4
C[C@H](CO)N1C[C@H](C)[C@@H](CN(C)S(C)(=O)=O)Oc2ccc(N(C)C)cc2C1=O
    0.3	-2.7	-15.7	4.8	17.7	-9.4	-3.7	-2.2
COc1cccc(C(=O)CC(=O)C(=O)Nc2cc(Cl)c(OC)cc2OC)c1
    8.9	2.6	3.3	-1.0	-4.4	5.2	-6.0	-3.2
Cc1ccc(NC(=O)Cc2ccc(Cl)c(Cl)c2)cc1S(=O)(=O)N(C)C
    7.7	-0.2	-31.6	10.7	18.6	7.1	-1.4	5.2
Cc1ccc(NC(=O)C2CCCC2)c(Br)c1
    4.6	-1.8	0.5	-11.9	-14.7	-3.4	6.9	-4.5
O=C(OCC(=O)N1CCC(Cc2ccccc2)CC1)c1ccccc1
    7.3	-1.5	7.7	-2.1	1.8	3.0	-4.3	-11.0
CCOc1ccc(N/C(N)=N/c2nc(CSc3nnnn3-c3ccccc3)cc(=O)[nH]2)cc1
    4.9	-2.4	-2.2	6.6	-6.2	4.6	-1.6	-1.6
N/C(=N\OC(=O)CCCOc1ccccc1)c1ccccc1
    -1.2	2.0	-9.8	2.9	-6.2	-5.4	-4.1	5.1
COCCNC(=O)Cn1nc(-c2ccccc2OC)ccc1=O
    8.6	-3.3	-1.9	13.0	-2.3	-1.4	-8.9	11.6
CC12CCC(C(=O)N(c3cccc(Cl)c3)C1=O)C2(C)C (stereo not drawn)
    -14.0	-0.3	-0.3	0.1	-9.2	-2.4	-2.9	-1.6

Next part
Each structure is followed by: CCR6 antag	APJ agonist	CXCR6 inh	APJ antagonist	Gli-Sufu block	EBI2 block	ATG4B inh	UBC13 inh
O=S(=O)(/N=C(/Nc1cc(N2CCOCC2)ncn1)c1ccc(F)cc1)c1ccccc1
    -1.5&20.4	-6.6	-0.3&0.7	1.6	-6.9&-12.0	-4.5&-2.5	-3.3&-2.8	0.0
COc1ccc(C2C(C(=O)c3cccs3)=C(O)C(=O)N2c2nncs2)cc1 (stereo not drawn)
    4.9	-4.9	8.1	9.2	0.0	7.4	-12.5	-14.3
CSc1ccc(-c2nc(CN3CCCCC3c3cccnc3)c(C)o2)cc1 (stereo not drawn)
    11.6	-1.1	2.3	-1.9	-4.9	0.4	-4.6	-5.2
Cc1ccc(NC(=S)N(CCCN2CCCC(C)C2)Cc2ccco2)cc1C (stereo not drawn)
    3.8	-3.2	8.7	-1.4	-22.9	-2.6	-25.7	-2.9
Clc1ccc(C2CSc3c4ncnc-4ncn32)cc1 (stereo not drawn)
    11.0	-2.7	6.3	-9.5	3.5	0.9	0.0	-0.2
C#CCn1c(=NC(=O)CN2C(=O)CCC2=O)sc2cccc(OC)c21
    3.0	-1.1	-6.9	-5.6	-7.3	-29.6	1.9	13.2
COc1ccc(CNS(=O)(=O)c2csc(C(N)=O)c2)cc1OC
    0.4	7.9	-3.2	-1.8	55.2*	-10.3	11.5	-6.7
Cc1onc(-c2c(Cl)cccc2Cl)c1C(=O)NCc1cccs1
    -3.6	0.1	6.7	-10.1	-2.1	4.6	0.7	-21.3
O=C(NNS(=O)(=O)c1ccccc1F)c1cc(-c2ccccc2)n[nH]1
    8.6	-5.2	5.5	-13.4	-1.2	-7.0	-1.3	-13.4
CC(C)N(Cc1nc(-c2ccc(Cl)cc2)no1)C(=O)C(c1ccccc1)c1ccccc1
    4.2	-2.5	12.1	1.9	17.3	6.0	1.0	4.2
Cc1nc(SCC(=O)NCc2ccc3c(c2)OCO3)c(C#N)c2c1CCCC2
    10.1	1.1	-4.5	20.2	3.1	-0.7	-17.1	9.9
Cc1ccc(NC(=O)c2cc(S(=O)(=O)N3CCCCC3)cs2)cc1
    21.3	-5.9	-5.9	0.1	1.4	26.0	7.3	0.3
COc1cc(NC(=O)c2ccccc2)c(OC)cc1Cl
    6.5	-3.9	-6.2	11.6	5.3	3.3	-4.8	5.0
CC1CC(C)CN(C(=O)CSc2ccsc2[N+](=O)[O-])C1 (stereo not drawn)
    11.5	-3.0	-0.1	8.4	-7.3	-1.8	26.0	-1.5
CCCCC(CC)CO (stereo not drawn)
    -8.5	-3.5	-1.9	10.4	0.7	-2.9	-29.9	2.4

Remaining list, next part
Each structure is followed by: CCR6 antag	APJ agonist	CXCR6 inh	APJ antagonist	Gli-Sufu block	EBI2 block	ATG4B inh	UBC13 inh
Cc1cc(C)n(C(=O)c2ccc(Cn3nc(C)c(Br)c3C)o2)n1
    5.1	-2.4	2.5	3.6	4.3	3.5	-0.5	-1.0
COc1ccc(Cl)cc1NC(=O)N1CCN(CCc2ccccc2)CC1
    -2.5	-1.3	-1.2	13.7	1.8	-21.8	-4.3	-4.5
CCCN1Cc2cccc(C(=O)NCc3cccs3)c2C1=O
    -1.3	4.9	2.8	-3.9	-5.6	6.2	-15.1	11.0
Cc1cc(=O)[nH]c(-n2ncc(C#N)c2N)n1
    13.1	-1.9	-10.2	-0.6	-5.1	-2.3	0.5	-15.4
CN(C)C(=O)NC1c2ccccc2-c2ccccc21
    4.3	0.0	-6.5	16.6	-2.1	-5.3	-2.1	7.4
